Source: PubChem BioAssay (several laboratories)
RTF Ca sens act: increases calcium sensitivity of human cardiac regulated thin filaments; P19429+P45379; IANBD-labeled TnC RTF fluorescence at EC20 calcium; 0% EC20 calcium, 100% full calcium; activation, % at 7.2 µM; actives 0.24% (n = 340,000); AID 493008;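 active = activation above the mean over all tested compounds plus 3 SD, cut at about 30% in these data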;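 also: rise in fluorescence read as greater calcium sensitivity of cardiac thin filaments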
CDK5 inh: CDK5/p35 (human) kinase inhibition. Recombinant CDK5/p35, ADP-Glo luminescence, 60 min. AID 488839. actives 0.01% (n = 330,000). inhibition, % at 10 µM;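 active = highest replicate inhibition of at least 50% and at least 75% of replicates reaching 50%; inconclusive = only one of the two criteria met; inactive = both criteria failed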;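 also: plate controls were DMSO neutral control for no effect and GW8510 at 10 µM for full effect; many of its hits are not listed in these tables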
Rtt109 Vps75: inhibitors of Candida albicans Rtt109/Vps75 histone acetyltransferase; Q5AAJ8; purified Rtt109/Vps75, ThioGlo CoA-SH fluorescence, 4 h; inhibition, % at 34.9 µM; actives 0.16% (n = 330,000); AID 540336;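 active = inhibition of at least 50% in every replicate; inconclusive = best replicate reaches 50% inhibition but some replicates fall short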
Target sequence (Q5AAJ8 whole entry, looked up): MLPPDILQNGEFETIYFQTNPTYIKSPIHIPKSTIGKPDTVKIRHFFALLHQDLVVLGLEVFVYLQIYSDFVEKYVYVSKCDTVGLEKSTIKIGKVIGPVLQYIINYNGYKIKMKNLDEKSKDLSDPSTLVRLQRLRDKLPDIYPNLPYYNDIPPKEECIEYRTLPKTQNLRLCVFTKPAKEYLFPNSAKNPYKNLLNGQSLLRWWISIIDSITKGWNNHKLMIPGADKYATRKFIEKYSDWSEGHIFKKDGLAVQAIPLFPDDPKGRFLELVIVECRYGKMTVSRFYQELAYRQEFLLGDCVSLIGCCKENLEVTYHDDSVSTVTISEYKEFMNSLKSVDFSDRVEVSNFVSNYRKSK
PvdQ acylase: blocks Pseudomonas aeruginosa PvdQ acylase activity. purified PvdQ acylase, fluorescence plate reader. inhibition, % at 10 µM. actives 0.063% (n = 340,000). AID 488965; in the data active = inhibition above about 30%, passing the limit was not always enough; inconclusive = no clear call, values can overlap the other calls;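 also: 0% = vehicle neutral wells and 100% = reference inhibitor wells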
dFosB act: mouse delta FosB homodimer activation | purified delta FosB, TAMRA-CDK5 oligo fluorescence polarization; percent of positive-control signal above neutral wells | P13346 | actives 0.99% (n = 340,000) | AID 493131 | activation, % at 25 µM;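 active = mean activation above about 17%, with every replicate also reaching it, limit read from the data, passing the limit was not always enough; inconclusive = only one of the two conditions met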;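 also: fluorescence polarization rise as delta FosB binds a TAMRA Cdk5 AP-1 oligo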
SR-BI uptake up: SR-BI HDL lipid transfer activation; AID 504775; actives 0.096% (n = 320,000); activation, % at 12.5 µM; CHO ldlA[mSR-BI] cells, DiI-HDL uptake fluorescence, 3 h; 100 = double the neutral-control signal;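 active = mean replicate activation of at least 60% and every replicate at or above 60%; inconclusive = mean or all-replicate condition met, but not both; inactive = mean below 60% and not all replicates reaching 60%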;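 also: 0% = median plate neutral-control signal and 100% = twice that signal; values of inactives mirror those of a sister screen read the other way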
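Test system: SR-BI-overexpressing, LDLR-lacking CHO cells; Also added: labelled HDL, 10 µg/mL; Measured by: bottom-read cell fluorescence after medium removal, ex 550/em 595 nm; Timing: 3 h uptake period with compound, 37 °C; Buffer or medium: F12, 0.5% BSA, 25 mM HEPES; Doses: single compound concentration, delivered by pin transfer.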
SR-BI HDL uptake: mouse SR-BI HDL lipid transfer inhibition; Q61009; ldlA[mSR-BI] CHO cells, DiI-HDL uptake fluorescence, 3 h; inhibition, % at 12.5 µM; actives 0.96% (n = 320,000);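 active = mean replicate inhibition of at least 70% and a set share of replicates each scoring 70 or more; inconclusive = meets just one of the two criteria; inactive = fails both criteria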;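 also: 0% = median of neutral control wells and 100% = median of positive control wells; values of inactives mirror those of a sister screen read the other way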
Target sequence (Q61009 whole entry, looked up): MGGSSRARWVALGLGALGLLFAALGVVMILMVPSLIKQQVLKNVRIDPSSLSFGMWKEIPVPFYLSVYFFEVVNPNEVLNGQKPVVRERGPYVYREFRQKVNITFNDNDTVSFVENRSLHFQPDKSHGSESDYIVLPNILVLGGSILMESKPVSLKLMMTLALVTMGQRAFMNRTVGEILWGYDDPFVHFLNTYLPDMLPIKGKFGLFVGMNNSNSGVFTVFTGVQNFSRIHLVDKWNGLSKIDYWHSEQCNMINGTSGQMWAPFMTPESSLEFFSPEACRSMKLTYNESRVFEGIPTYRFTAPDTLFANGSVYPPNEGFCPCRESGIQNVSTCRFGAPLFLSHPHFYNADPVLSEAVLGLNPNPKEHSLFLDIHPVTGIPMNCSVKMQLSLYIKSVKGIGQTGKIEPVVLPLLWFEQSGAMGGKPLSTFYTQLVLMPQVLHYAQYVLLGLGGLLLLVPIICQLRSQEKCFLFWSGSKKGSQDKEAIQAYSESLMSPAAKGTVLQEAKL
HTR5A ag: counter-screen for OPRM1-OPRD1 agonists: human HTR5A agonism. P47898. HTR5A agonist assay, luminescence, cell-based. activation, % at 9.3 µM. actives 0.61% (n = 340,000). AID 504692; in the data active = activation mostly above about 9.5%, no sharp cut-off; inactive = mostly below about 7.6%;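 also: 0% = cells with vehicle only and 100% = reference agonist; strong numbers were not always called active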
Wnt bcat act: Wnt/beta-catenin pathway activation | activation, % at 9.35 µM | actives 1.2% (n = 300,000) | Wnt/beta-catenin reporter cell assay, activator, plate reader; in the data active = activation above about 30%, passing the limit was not always enough; inconclusive = no clear call, values can overlap the other calls;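 also: 0% = neutral control wells and 100% = positive control wells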
MITF act: increases MITF-driven TRPM1 promoter luciferase signal; SK-MEL-5 TRPM1-promoter luciferase, 24 h; % of positive control, neutral wells = 0; activation, % at 12.5 µM; actives 0.75% (n = 300,000); AID 588334;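 active = mean activation of at least 80% with every replicate also reaching 80%; inconclusive = mean reaches 80% but some replicate falls short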;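 also: 0% = neutral control wells and 100% = parthenolide positive control wells; values of inactives mirror those of a sister screen read the other way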
The depositor's hits bear a star; ? = inconclusive; nt = not tested or not shown.

mol	SR-BI HDL uptake	CDK5 inh	MITF act	dFosB act	HTR5A ag	RTF Ca sens act	Rtt109 Vps75	Wnt bcat act	SR-BI uptake up	PvdQ acylase
Cc1nnc(SCCn2c(N3CC(C)CC(C)C3)nc3c2c(=O)n(C)c(=O)n3C)s1 (configuration not stated)	-5	-0.9	nt	0	-2	-2	-6	1	5	-3
C=CCn1c(SCC(=O)N2CCN(c3ccc(F)cc3)CC2)nnc1-c1ccco1	19	0.7	-4	-12	3	8	0	-4	-19	-5
O=C(CCn1cnc2ccccc21)N/N=C/c1ccc(O)cc1	-15	0.2	8	-3	-3	-1	nt	-5	15	-9
COc1ccc(C)cc1S(=O)(=O)N1CCCC(C(=O)NC2CC2)C1 (configuration not stated)	-3	0.8	-11	0	3	-1	5	4	3	-17
Cc1cc(C(=O)Nc2ccccc2Cc2ccccc2)no1	-16	0.4	3	-2	-2	-1	-5	-8	nt	-17
COc1cccc2cc(C(=O)N3CCN(C45CC6CC(CC(C6)C4)C5)CC3)c(=O)oc12	-28	0.2	12	-16	-1	-1	8	-2	28	-13
O=S(=O)(Nc1ccc2c(c1)nc1n2CCN(Cc2ccccc2)C1)c1ccc(Cl)cc1	-13	-0.3	nt	23*	nt	1	nt	nt	13	1
CCOc1ccc(CCNC(=O)CCCn2nc(C)c3c(C)n(-c4ccccc4)nc3c2=O)cc1	1	0.5	-11	2	2	-5	-2	0	-1	-3
CC(C)n1nnnc1-c1cc(Cl)cc(Cl)c1	-18	-2.4	6	-11	-1	2	1	nt	18	2
CCN(CCn1cccn1)C(=O)c1cc(COc2cccc3cccnc23)on1	25	1.2	-3	-17	-1	1	-8	-1	-25	-6
CC(C)(C)OC(=O)C[C@@H]1C/C=C\C[C@@H](CC(=O)NCCO)C(=O)NCCOC1=O	-20	1.0	3	-3	2	3	2	2	20	8
Cc1cc2c(cc1C)CSC(c1ccccc1O)SC2	1	0.6	nt	4	7	-2	10	nt	-1	-11
Cc1ccc(C(C(=O)NC(C)(C)C)N(Cc2cccs2)C(=O)c2ccc3c(c2)OCCO3)cc1 (configuration not stated)	-12	-5.3	-8	-9	0	2	-1	-4	12	-10
COC(=O)c1nnc(-c2ccccc2)c(-c2ccccc2)n1	-15	0.4	-9	-3	2	2	-8	nt	15	-14
Cc1ccc(S(=O)(=O)N(CC(=O)NCc2ccccc2Cl)C(=O)N2CCN(C)CC2)cc1	-13	-0.5	4	-10	1	10	4	1	13	-8
CN(C)/N=C/c1ccc(Sc2ccccc2[N+](=O)[O-])o1	5	2.3	8	-2	5	4	17	-1	-5	13
COc1ccc(N(C(=O)c2ccc(Cl)cc2)C2=CC3CCC(C2)N3C)cc1 (configuration not stated)	2	1.3	-8	-11	6	8	0	nt	-2	11
Cc1cccc(-c2nnc(SCC(=O)N3CCOCC3)o2)c1	nt	-0.9	68	0	3	0	0	15	nt	-5
COC(=O)CCN(C(=O)c1ccc(N2CCCCC2)c([N+](=O)[O-])c1)c1ccccn1	2	0.9	1	3	1	3	-12	9	-2	-15
CCC1=NN2C(=N)/C(=C\c3ccc(OCc4cc(=O)n5nc(CC)sc5n4)c(OC)c3)C(=O)N=C2S1	26	0.6	5	-7	-3	-4	nt	-9	-26	14
CCCCOC(=O)n1c(=O)oc2cc(S(=O)(=O)N3CCCCC3)ccc21	-16	0.6	1	-2	3	2	13	-3	16	-11
COCCCNc1nc2nonc2nc1NCCSC	-4	-0.3	13	-1	1	4	-4	-1	4	-14
Cc1ccc(COc2ccsc2C(=O)NNC(N)=S)cc1	-11	-5.2	8	28*	nt	nt	-4	-8	11	-4
O=C(CCN1C(=O)/C(=C/c2ccccc2)SC1=S)NC1CCS(=O)(=O)C1 (configuration not stated)	-26	1.6	4	12	1	-3	-20	2	26	-6
O=C(c1ccc2c3c(cccc13)CC2)C1CCCN(Cc2ccccn2)C1 (configuration not stated)	nt	0.9	-7	0	3	-2	-7	-1	nt	-15
Cc1c(N=Cc2ccc(O)c(Br)c2)cccc1[N+](=O)[O-]	-11	1.4	-1	-3	-3	2	-1	-1	11	-8
Cc1nnc2c(Oc3ccccc3)nc3ccccc3n12	9	0.6	0	-1	-2	-3	-4	nt	-9	1
CS(=O)(=O)c1ccc(Cl)c(NC(=O)C2CCN(S(=O)(=O)c3cccs3)CC2)c1	21	-0.1	9	-5	3	-4	-4	7	-21	-6
O=C(c1cccc(Cl)c1)N1CCN(c2ncnc3c2cnn3-c2ccccc2)CC1	-1	2.0	-7	0	-14	0	-1	-2	1	7
CC(=O)c1c(NCCc2ccccc2)nc(=S)n(-c2ccccc2)c1C	-23	0.0	-1	4	2	3	-8	0	23	-6
COc1cccc(N2CCN(C(=O)c3ccc(CS(=O)c4ccccc4Cl)o3)CC2)c1 (configuration not stated)	-4	-0.5	-58	-10	1	2	2	-13	4	-20
Nc1ccc(NC(=O)c2ccco2)c(Cl)c1	-13	-0.9	-2	-1	-3	4	-2	22	13	-13
Cc1c2cn[nH]c(=O)c2c(C)n1Cc1ccc(F)cc1	-11	0.3	nt	-5	-2	-4	3	-4	11	13
COc1ccc(C(C(=O)NC2CCCCC2)N2CCC3(CC2)OCCO3)cc1 (configuration not stated)	-13	-0.5	7	-7	1	1	0	-3	13	-7
Cc1ccc(NC(=O)CSc2nccn2C)cc1F	-9	-0.5	48	-3	3	-4	-3	15	9	-5
O=C(c1cccc(-c2ccco2)c1)N1CCCC(N2CCN(c3ccc(F)cc3)CC2)C1 (configuration not stated)	53	0.6	-10	-14	-1	0	3	0	-53	-6
CC1CCCC(NC(=O)CN2C(=O)NC(C)(c3ccccc3)C2=O)C1C (configuration not stated)	-20	-1.5	1	-2	0	-2	5	3	20	1
O=[N+]([O-])/C=C/c1cn(Cc2ccccc2)c2ccccc12	-6	-2.6	-19	-15	2	6	-44	nt	6	-16
CCOC(=O)N1CCC(NC(=O)CSCc2nc(-c3cccc(OC)c3)oc2C)CC1	25	0.6	nt	-14	-2	4	-16	nt	-25	-11
O=C(CSCc1ccc(Cl)cc1)NCCSCc1ccco1	-9	1.3	-1	1	-1	-3	-4	-1	9	-7
Cc1nc2ccccc2c(=O)n1/N=C/c1ccc(C(C)C)cc1	-11	1.2	35	-2	1	6	7	0	11	-12
CC(C)(C)C(=O)N1CCc2cc(-c3csc(N)n3)ccc21	61	1.8	-13	-5	4	1	3	nt	-61	-13
C=C(C)COc1ccc2c(CC)cc(=O)oc2c1C	17	-0.2	11	-11	3	4	3	nt	-17	-14
CCOc1ccc(N2C(=O)CNC2=S)cc1	2	-0.4	0	-8	-1	0	6	-21	11	-3
Cc1ccccc1Nc1ncnc2c1cnn2-c1ccccc1	nt	0.5	nt	1	4	-5	7	14	nt	-7
N/C(Cc1ccc(Cl)cc1)=N\OC(=O)C1CCCCC1	0	-2.0	25	3	2	-5	1	10	0	3
O=C(Nc1cc(C(F)(F)F)ccc1Cl)c1cc(C2CC2)on1	29	-0.9	-8	-2	-6	6	0	nt	-29	-6
Cc1cccc(NC(=O)NNC(=O)COc2ccc3ccccc3c2)c1	-12	0.1	-2	?	6	-3	-4	-2	12	-5
CCC(CO)NCC#Cc1ccccc1 (configuration not stated)	-29	0.7	-2	4	-4	3	-7	?	29	-13
CC1CCN(C(=O)CSc2nc(N)c(NC(=O)c3ccccc3)c(=O)[nH]2)CC1	-20	-1.3	-4	-4	0	-1	-2	0	20	-2
Cc1cc(Nc2ccccc2)n(C(=O)c2ccc(N)cc2)n1	51	-0.1	5	-5	-4	-9	5	nt	-51	4
O=C(CSCCO)Nc1cccc(C(F)(F)F)c1	-18	-0.4	5	0	3	-1	-1	nt	18	-15
CC1CN(C(=O)c2ccc(CNS(=O)(=O)c3cccc(Cl)c3)cc2)CC(C)O1 (configuration not stated)	3	0.3	-12	-5	-1	-4	2	3	-3	7
CCCNC(=O)c1cc(OC)c(OC)cc1[N+](=O)[O-]	1	2.6	-8	-11	0	-4	-10	-2	-1	-1
CC(C)(C)c1ccc(OCc2ccc(C(=O)NCc3cccnc3)o2)cc1	-3	-0.6	59	-13	3	5	5	51*	3	-13
NC(=O)C1CCN(C(=O)c2cc(S(=O)(=O)N3CCN(c4ccccc4)CC3)ccc2Cl)CC1	-3	-2.7	-3	-9	0	-4	-1	-1	3	-11
O=C(c1ccccc1)c1ccc(OCC(O)CNCc2ccc(F)cc2)cc1 (configuration not stated)	nt	-1.8	-3	-14	0	5	-1	0	nt	-8
CC1CCc2c(sc3nc(C4CC4)nc(N4CCN(C(=O)c5ccco5)CC4)c23)C1 (configuration not stated)	17	-0.5	-6	-10	12	-3	4	19	-17	-14
O=C(c1ccco1)N(Cc1ccc(Cl)cc1)C1CCS(=O)(=O)C1 (configuration not stated)	-10	2.1	0	-1	-1	-2	25	-1	10	11
COc1ccc(NC(=O)C2=CC=CN3CCS(=O)(=O)N=C23)c(OC)c1	13	0.6	0	8	1	-7	-16	3	-13	1

(list continues)
mol	SR-BI HDL uptake	CDK5 inh	MITF act	dFosB act	HTR5A ag	RTF Ca sens act	Rtt109 Vps75	Wnt bcat act	SR-BI uptake up	PvdQ acylase
COc1cccc(CN(C)CC(O)COC(c2ccccc2)c2ccccc2C)c1 (configuration not stated)	nt	-2.1	-2	-4	-2	-2	2	16	nt	-7
CCOc1ccc2oc(C(=O)NNC(=O)c3csc(N4CCOCC4)n3)c(C)c2c1	21	-2.1	1	-1	3	3	7	1	-21	-17
Cc1nnc(SCC(=O)NC(=O)NC(C)(C)C)n1N	1	0.4	-2	0	1	-2	10	26	-1	-12
CC(C)(C)c1ccc(Cn2nnc3c(=O)[nH]c(C4CCN(C(=O)c5ccco5)CC4)nc32)cc1	-13	1.8	-8	-19	-4	1	30	-1	13	-7
CCOC(=O)N1CN(C(=O)OCC)CN(C(=O)OCC)C1	-4	1.2	1	3	-4	-4	2	-2	4	-13
N#CCC(=O)N1CCCCCC1	-42	-1.3	3	0	0	1	0	-2	42	1
CCOc1ccc(S(=O)(=O)N2CCCC(C(=O)N3CCC(C(N)=O)CC3)C2)cc1Cl (configuration not stated)	-15	-3.0	-2	-1	4	-6	-10	-2	15	-8
CC1Cc2ccccc2N1C(=O)Cn1cc([N+](=O)[O-])cn1 (configuration not stated)	6	-0.3	nt	3	2	-2	3	-2	-6	-10
COc1ccc2[nH]c(=O)c(CN(Cc3nnnn3Cc3ccc(F)cc3)CC3CCCO3)cc2c1 (configuration not stated)	-6	-1.8	-9	-5	6	5	-14	nt	6	-4
CCC(=O)N1CCN(c2c(Cl)cccc2[N+](=O)[O-])CC1	8	-0.8	3	6	-1	12	7	nt	-8	-12
